PfGluPho inh: PfG6PD (Plasmodium falciparum) enzyme inhibition; PfGluPho enzyme, NADPH resazurin-diaphorase fluorescence; inhibition, % at 20 µM; actives 0.78% (n = 350,000);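 active means inhibition reaching at least a set limit at 20 µM in the primary screen, cut at about 59% in these data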;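 further: 0% = DMSO wells with substrate and 100% = DMSO wells lacking glucose-6-phosphate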
HKDC1 inh: HKDC1 (human) hexokinase inhibition | Q2TB90 | recombinant HKDC1, G6PDH/diaphorase resazurin coupled fluorescence | inhibition, % at 20 µM | actives 0.16% (n = 340,000);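 active means inhibition above about 35% when tested at 20 µM, limit read from the data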;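 further: plate controls were DMSO wells with enzyme for no effect and DMSO wells lacking enzyme for full effect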
Target sequence (Q2TB90 whole entry, looked up): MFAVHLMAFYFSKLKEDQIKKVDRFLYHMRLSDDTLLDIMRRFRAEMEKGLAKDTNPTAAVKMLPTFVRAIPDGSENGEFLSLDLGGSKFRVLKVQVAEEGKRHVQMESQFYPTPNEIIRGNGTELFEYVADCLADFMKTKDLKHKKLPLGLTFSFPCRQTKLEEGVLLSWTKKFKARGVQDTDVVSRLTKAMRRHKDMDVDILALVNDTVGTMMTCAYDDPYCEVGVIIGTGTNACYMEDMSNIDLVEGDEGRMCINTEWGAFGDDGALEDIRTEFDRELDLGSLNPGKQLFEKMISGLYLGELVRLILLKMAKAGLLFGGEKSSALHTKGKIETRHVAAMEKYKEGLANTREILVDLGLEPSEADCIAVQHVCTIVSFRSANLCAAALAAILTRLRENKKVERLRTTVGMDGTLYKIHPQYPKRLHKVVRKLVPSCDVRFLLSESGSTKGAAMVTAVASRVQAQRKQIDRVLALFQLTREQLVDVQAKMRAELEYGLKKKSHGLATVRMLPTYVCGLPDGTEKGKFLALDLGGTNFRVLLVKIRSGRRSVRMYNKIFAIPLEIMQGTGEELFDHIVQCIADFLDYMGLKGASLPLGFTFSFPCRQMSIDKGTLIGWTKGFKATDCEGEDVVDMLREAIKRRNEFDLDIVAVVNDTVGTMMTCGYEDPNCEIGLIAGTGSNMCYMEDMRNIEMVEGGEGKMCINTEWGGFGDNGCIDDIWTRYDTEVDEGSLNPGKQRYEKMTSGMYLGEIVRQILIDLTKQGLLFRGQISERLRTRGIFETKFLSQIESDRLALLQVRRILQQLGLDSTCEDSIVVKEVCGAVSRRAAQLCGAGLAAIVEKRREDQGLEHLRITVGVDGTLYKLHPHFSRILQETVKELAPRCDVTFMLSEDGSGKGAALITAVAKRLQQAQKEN
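test system = in-house recombinant HK5 (HKDC1) enzyme | amount = HKDC1 at 5 µg/mL | control set = DMSO-enzyme wells negative, buffer-substituted wells positive | compound = one dose of 20 µM, 1% DMSO | schedule = reaction time 90 min, room temperature, protected from light | technique = resorufin fluorescence at 613 nm | reagent = glucose with 1 mM ATP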
SENP7 inh: SENP7 protease inhibition; recombinant SENP7, Z-RLRGG-aminoluciferin luminescence, 40 min; inhibition, % at 5 µM; actives 1.5% (n = 330,000); AID 434973;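 active means inhibition above about 50% at the single test dose, limit read from the data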;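 further: plate controls were DMSO with enzyme for no effect and no enzyme buffer wells for full effect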
MPTP block: blocks calcium-induced mitochondrial swelling; isolated mouse mitochondria, Ca2+ swelling absorbance, 30 min; inhibition, % at 10 µM; actives 1.4% (n = 360,000); AID 602449;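 active means inhibition of 50% or more, scaled per plate between neutral and stimulator controls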;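 further: 0% = DMSO wells given calcium and 100% = 1 mM EGTA wells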
SENP6 inh: SENP6 protease inhibition. Q9GZR1. Recombinant SENP6 catalytic domain, aminoluciferin luminescence. inhibition, % at 10 µM. actives 1.8% (n = 330,000);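 active means inhibition above about 50% at the single tested dose, limit read from the data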;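 further: plate controls were DMSO wells with enzyme for no effect and DMSO wells lacking enzyme for full effect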
NR3A LBD binder: modulates the human NR3A ligand-binding domain | actives 2.5% (n = 340,000) | Tm shift relative to glycine control, % at 25 µM | NR3A LBD differential scanning fluorimetry, Tm shift; 0% = protein alone, 100% = glycine-bound protein;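 active means melting temperature shift of at least 10% of the positive control shift, at one fixed dose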
SENP8 block: blocks human SENP8 cleavage of Nedd8 substrate; recombinant SENP8, Nedd8 substrate fluorescence; inhibition, % at 20 µM; actives 0.64% (n = 360,000); AID 602440; in the data active means inhibition mostly above about 40%, no sharp cut-off; inactive means mostly below about 27%
Target sequence (Q96LD8 whole entry, looked up): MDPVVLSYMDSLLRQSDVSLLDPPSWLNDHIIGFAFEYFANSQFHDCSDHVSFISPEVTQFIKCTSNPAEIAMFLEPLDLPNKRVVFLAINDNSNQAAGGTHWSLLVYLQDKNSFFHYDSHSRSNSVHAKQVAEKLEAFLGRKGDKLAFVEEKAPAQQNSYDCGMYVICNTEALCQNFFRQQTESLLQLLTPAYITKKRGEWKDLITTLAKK
ATG4B inh: blocks human ATG4B protease cleavage of LC3 substrate; ATG4B cleavage of LC3-PLA2, NBD-HPC fluorescence, 1 h; actives 0.51% (n = 340,000); inhibition, % at 8.33 µM; Q9Y4P1; in the data active means inhibition above about 40%
* marks the source's active call; other numbers are inactive results. Rows were taken by chance; overall some 6.9% were active at least once.

What do the screens show for `CCn1c(C)nc2cc(C(=O)N/N=C/c3cccc(OC)c3O)ccc21`?
PfGluPho inh: -22; HKDC1 inh: -12; SENP7 inh: 4; MPTP block: -1.7; SENP6 inh: -13; NR3A LBD binder: -2; SENP8 block: -11; ATG4B inh: -14

How did O=C(CN(Cc1ccc(Cl)cc1)C(=O)c1csnn1)NCc1ccc(F)cc1 do in these assays?
PfGluPho inh: -12; HKDC1 inh: 3; SENP7 inh: 2; MPTP block: 0.8; SENP6 inh: 9; NR3A LBD binder: 3; SENP8 block: 5; ATG4B inh: 4

How did CCC(=O)c1ccc2c(c1)OCCO2 do in these assays?
PfGluPho inh: 8; HKDC1 inh: -3; SENP7 inh: 4; MPTP block: -1.9; SENP6 inh: -14; NR3A LBD binder: 3; SENP8 block: 18; ATG4B inh: -6

Results for Cc1ccc2cc(CN(C(=O)C3CCCO3)C3CCCCC3)c(=O)[nH]c2c1 (centres undefined) ?
PfGluPho inh: -3; HKDC1 inh: 1; SENP7 inh: -7; MPTP block: -2.2; SENP6 inh: -2; NR3A LBD binder: 0; SENP8 block: -72; ATG4B inh: -10

How did CC(C)C[C@H](NC(=O)c1nc[nH]c1C(=O)N1CCc2ccccc2C1)C(=O)OC(C)(C)C do in these assays?
PfGluPho inh: 2; HKDC1 inh: 7; SENP7 inh: -1; MPTP block: -1.3; SENP6 inh: 11; NR3A LBD binder: 0; SENP8 block: -1; ATG4B inh: 1

What do the screens show for `CCOc1ccc(S(=O)(=O)NC(C)C)cc1C(N)=O`?
PfGluPho inh: 5; HKDC1 inh: -14; SENP7 inh: 3; MPTP block: -2.8; SENP6 inh: -4; NR3A LBD binder: -1; SENP8 block: 13; ATG4B inh: -5

Results for Cc1ccccc1NS(=O)(=O)c1ccc(C(=O)N2CCN(S(=O)(=O)c3ccccc3)CC2)cc1 ?
PfGluPho inh: -1; HKDC1 inh: 0; SENP7 inh: -2; MPTP block: -2.3; SENP6 inh: 2; NR3A LBD binder: 1; SENP8 block: 11; ATG4B inh: -9

How did CN(Cc1ccncn1)C(=O)C1CCC(=O)N(Cc2cccc(C(F)(F)F)c2)C1 (centres undefined) do in these assays?
PfGluPho inh: 0; HKDC1 inh: -4; SENP7 inh: 2; MPTP block: 1.1; SENP6 inh: -17; NR3A LBD binder: 0; SENP8 block: -7; ATG4B inh: 16

What do the screens show for `CCC(C)c1ccccc1NC(=O)COC(=O)c1ccc(N2CCCC2)c([N+](=O)[O-])c1` (centres undefined)?
PfGluPho inh: 8; HKDC1 inh: -2; SENP7 inh: 1; MPTP block: -0.9; SENP6 inh: -2; NR3A LBD binder: -9; SENP8 block: 14; ATG4B inh: 9

What do the screens show for `COCCC(=O)N1CCC(Oc2ccc(C(=O)N3C[C@@H]4CCC[C@H]3C4)cc2)CC1`?
PfGluPho inh: -15; HKDC1 inh: 0; SENP7 inh: -14; MPTP block: -0.7; SENP6 inh: 7; NR3A LBD binder: -1; SENP8 block: 6; ATG4B inh: 23

How did Cc1c(NC(=O)c2cc(-c3ccc(Br)cc3)on2)c(=O)n(-c2ccccc2)n1C do in these assays?
PfGluPho inh: -2; HKDC1 inh: -6; SENP7 inh: -2; MPTP block: -2.2; SENP6 inh: -10; NR3A LBD binder: -2; SENP8 block: 10; ATG4B inh: -6

What do the screens show for `CCOc1ccc(Nc2nc(NCC3CCCO3)c3ccccc3n2)cc1` (centres undefined)?
PfGluPho inh: 1; HKDC1 inh: -1; SENP7 inh: -2; MPTP block: 10; SENP6 inh: -1; NR3A LBD binder: -2; SENP8 block: -60; ATG4B inh: 9

Results for Cc1cccc(C)c1NC(=S)/N=C/N(C)C ?
PfGluPho inh: -3; HKDC1 inh: -5; SENP7 inh: 4; MPTP block: -0.5; SENP6 inh: 7; NR3A LBD binder: -3; SENP8 block: 19; ATG4B inh: 8

Results for COc1ccc(-c2cc(C(F)(F)F)n3nc(C(=O)O)cc3n2)cc1OC ?
PfGluPho inh: -8; HKDC1 inh: -2; SENP7 inh: 1; MPTP block: -0.1; SENP6 inh: -6; NR3A LBD binder: -3; SENP8 block: -216; ATG4B inh: -5

How did CCOc1ccc(S(=O)(=O)N(CC)CC)cc1N do in these assays?
PfGluPho inh: 1; HKDC1 inh: -7; SENP7 inh: 1; MPTP block: -1.7; SENP6 inh: -13; NR3A LBD binder: -1; SENP8 block: 4; ATG4B inh: -5

How did O=C(O)c1ccc(OCc2occc2C(=O)O)cc1 do in these assays?
PfGluPho inh: -10; HKDC1 inh: 7; SENP7 inh: -11; MPTP block: 12; SENP6 inh: -8; NR3A LBD binder: 0; SENP8 block: -1; ATG4B inh: 2

How did CCOc1ccc(C(=O)CSCC(=O)O)cc1 do in these assays?
PfGluPho inh: -12; HKDC1 inh: -3; SENP7 inh: 7; MPTP block: -0.2; SENP6 inh: 9; NR3A LBD binder: 0; SENP8 block: 16; ATG4B inh: -5

What do the screens show for `CN(CC(=O)NCC(=O)Nc1ccc(F)cc1)CC(=O)Nc1ccc(Cl)c(C(F)(F)F)c1`?
PfGluPho inh: 12; HKDC1 inh: -3; MPTP block: 1.3; NR3A LBD binder: -6; SENP8 block: 7; ATG4B inh: -7

How did O=C(Nc1c2c(nn1-c1ccc(F)cc1)CS(=O)(=O)C2)C12CC3CC(CC(C3)C1)C2 do in these assays?
PfGluPho inh: 2; HKDC1 inh: -3; SENP7 inh: -8; MPTP block: -0.3; SENP6 inh: -3; NR3A LBD binder: -1; SENP8 block: 20; ATG4B inh: -6

How did CC(OC(=O)C1=COCCO1)C(=O)c1ccc(C(C)(C)C)cc1 (centres undefined) do in these assays?
PfGluPho inh: -6; HKDC1 inh: 2; SENP7 inh: 9; MPTP block: -1.2; SENP6 inh: -13; NR3A LBD binder: -1; SENP8 block: 19; ATG4B inh: 4

A portion of the results above:
How did CCC(=O)c1ccc2c(c1)OCCO2 do in these assays?
PfGluPho inh: 8; HKDC1 inh: -3; SENP7 inh: 4; MPTP block: -1.9; SENP6 inh: -14; NR3A LBD binder: 3; SENP8 block: 18; ATG4B inh: -6

Results for Cc1ccc2cc(CN(C(=O)C3CCCO3)C3CCCCC3)c(=O)[nH]c2c1 (centres undefined) ?
PfGluPho inh: -3; HKDC1 inh: 1; SENP7 inh: -7; MPTP block: -2.2; SENP6 inh: -2; NR3A LBD binder: 0; SENP8 block: -72; ATG4B inh: -10

Other compounds follow.
Results for Cc1nc(NC(=O)CC(C)C)sc1-c1csc(Nc2ccc(Cl)cc2)n1 ?
PfGluPho inh: 25; HKDC1 inh: -1; SENP7 inh: 12; MPTP block: 0.8; SENP6 inh: 4; NR3A LBD binder: 2; SENP8 block: -210; ATG4B inh: -1

What do the screens show for `CN(Cc1ccccc1)S(=O)(=O)c1cccc2cccnc12`?
PfGluPho inh: 49; HKDC1 inh: 1; SENP7 inh: 10; MPTP block: 0.1; SENP6 inh: 1; NR3A LBD binder: -2; SENP8 block: 12; ATG4B inh: -1

What do the screens show for `Cc1ccc(S(=O)(=O)c2cc3c(=O)n4ccccc4nc3n(C)c2=N)cc1`?
PfGluPho inh: 16; HKDC1 inh: -5; SENP7 inh: -10; MPTP block: 0.1; SENP6 inh: -22; NR3A LBD binder: 3; SENP8 block: -249; ATG4B inh: -3

What do the screens show for `COc1cccc(C(=O)Nc2ccc(Oc3cccc(C(F)(F)F)c3)nc2)c1`?
PfGluPho inh: 33; HKDC1 inh: 1; SENP7 inh: 6; MPTP block: 49; SENP6 inh: 3; NR3A LBD binder: 3; SENP8 block: 7; ATG4B inh: 4

How did COC(=O)Cn1cnc2c(cnn2-c2ccc(C)cc2)c1=O do in these assays?
PfGluPho inh: 1; HKDC1 inh: -3; SENP7 inh: -8; MPTP block: 0.1; SENP6 inh: -11; NR3A LBD binder: 2; SENP8 block: 8; ATG4B inh: 0

How did CCN1CCN(C(c2ccccc2)c2nnnn2CCc2ccc(OC)c(OC)c2)CC1 (centres undefined) do in these assays?
PfGluPho inh: 0; HKDC1 inh: -2; SENP7 inh: -1; MPTP block: -0.1; SENP6 inh: 7; NR3A LBD binder: -1; SENP8 block: 31; ATG4B inh: -18

Results for CCOC(=O)C1CCN(C(=O)c2ccccc2NS(=O)(=O)c2cc(C)ccc2C)CC1 ?
PfGluPho inh: -21; HKDC1 inh: 10; SENP7 inh: 11; MPTP block: 2.3; SENP6 inh: 9; NR3A LBD binder: 0; SENP8 block: 3; ATG4B inh: 3

Results for Cc1c(Cl)cccc1NC(=O)c1cc(C2CC2)on1 ?
PfGluPho inh: 12; HKDC1 inh: 1; SENP7 inh: -4; MPTP block: 30; SENP6 inh: 9; NR3A LBD binder: -1; SENP8 block: 16; ATG4B inh: 6

How did O=[N+]([O-])c1ccc(OCCCCN2CCCCC2)cc1 do in these assays?
PfGluPho inh: 1; HKDC1 inh: -4; SENP7 inh: -5; MPTP block: 1.9; SENP6 inh: 5; NR3A LBD binder: 1; SENP8 block: 13; ATG4B inh: 33

What do the screens show for `CNC(=O)CN(c1ccc(Oc2ccccc2)cc1)S(=O)(=O)c1ccc(C)cc1`?
PfGluPho inh: -17; HKDC1 inh: 2; SENP7 inh: -2; MPTP block: 0.7; SENP6 inh: 2; NR3A LBD binder: 2; SENP8 block: -2; ATG4B inh: -4

Results for COc1ccc(OC)c(NC(=O)CSc2nnc(Cn3nnc4ccccc43)n2C)c1 ?
PfGluPho inh: -7; HKDC1 inh: 0; SENP7 inh: 3; MPTP block: -1.6; SENP6 inh: -20; NR3A LBD binder: 2; SENP8 block: 6; ATG4B inh: -15

What do the screens show for `COc1cccc(OC)c1OCCCCc1c(C)n[nH]c1C`?
PfGluPho inh: 23; HKDC1 inh: -12; SENP7 inh: -2; MPTP block: -2.1; SENP6 inh: 2; NR3A LBD binder: 0; SENP8 block: 8; ATG4B inh: -8

Results for Cc1occc1C(=O)NCc1nc(-c2ccc(Cl)cc2)no1 ?
PfGluPho inh: -5; HKDC1 inh: -1; SENP7 inh: -11; MPTP block: 0.5; SENP6 inh: -6; NR3A LBD binder: 2; SENP8 block: 9; ATG4B inh: -4

Results for CN(C(=O)COC(=O)C12CC3CC(CC(C3)C1)C2)c1c(N)n(Cc2ccccc2)c(=O)[nH]c1=O ?
PfGluPho inh: -12; HKDC1 inh: -10; SENP7 inh: -7; MPTP block: 0.7; SENP6 inh: -10; NR3A LBD binder: -2; SENP8 block: 14; ATG4B inh: -7

What do the screens show for `CN1CCN(C(CNS(=O)(=O)c2ccc(Br)cc2)c2ccc3c(c2)OCO3)CC1` (centres undefined)?
PfGluPho inh: -5; HKDC1 inh: -2; SENP7 inh: -1; MPTP block: 0.1; SENP6 inh: -2; NR3A LBD binder: 0; SENP8 block: 13; ATG4B inh: -2

How did N=c1sccn1CC(=O)Nc1ccc(Cl)c(S(=O)(=O)N2CCOCC2)c1 do in these assays?
PfGluPho inh: 8; HKDC1 inh: -3; SENP7 inh: -5; MPTP block: 0.9; SENP6 inh: 1; NR3A LBD binder: -2; SENP8 block: 6; ATG4B inh: 4

What do the screens show for `COc1ccccc1OCCSc1nc2ccccc2n1CCC(=O)O`?
PfGluPho inh: -11; HKDC1 inh: -7; SENP7 inh: -4; MPTP block: -1.1; SENP6 inh: -2; NR3A LBD binder: 2; SENP8 block: 4; ATG4B inh: 0

How did Cn1c(C(=O)NCCC2=CCCCC2)cc2c(=O)n3ccccc3nc21 do in these assays?
PfGluPho inh: 0; HKDC1 inh: -1; SENP7 inh: 2; MPTP block: 0.5; SENP6 inh: -5; NR3A LBD binder: 3; SENP8 block: -323; ATG4B inh: -10

In the list so far, 2 have a tert-butyl group:
How did CC(C)C[C@H](NC(=O)c1nc[nH]c1C(=O)N1CCc2ccccc2C1)C(=O)OC(C)(C)C do in these assays?
PfGluPho inh: 2; HKDC1 inh: 7; SENP7 inh: -1; MPTP block: -1.3; SENP6 inh: 11; NR3A LBD binder: 0; SENP8 block: -1; ATG4B inh: 1

How did CC(OC(=O)C1=COCCO1)C(=O)c1ccc(C(C)(C)C)cc1 (centres undefined) do in these assays?
PfGluPho inh: -6; HKDC1 inh: 2; SENP7 inh: 9; MPTP block: -1.2; SENP6 inh: -13; NR3A LBD binder: -1; SENP8 block: 19; ATG4B inh: 4

Bioassay records (PubChem BioAssay)
